Screens (PubChem)
NPY-Y1 antag: NPY-Y1 (human) receptor antagonism; HEK293-CNG Y1 cells, membrane potential fluorescence; NPY at EC95, then isoproterenol; inhibition, % at 3.6 µM; 1% of 200,000 active; AID 1040;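 active = inhibition above the campaign mean inhibition of all tested compounds plus 3 SD, cut at about 20% in these data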;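 also: 0% = DMSO wells given NPY plus isoproterenol and 100% = isoproterenol alone without NPY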
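System: HEK293 cells with Y1 receptor plus CNG channel / Probe or stimulus: NPY 25 nM then isoproterenol 1 µM plus Ro 20-1724 25 µM / Compound: one concentration, 3.6 µM, in 0.4% DMSO / Schedule: compound incubation 1 h at room temperature, readout 45 min post-stimulation / Measured by: membrane potential fluorescence / Read-out: % inhibition of NPY effect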
S1P4 ag: human S1P4 receptor agonism | S1P4-expressing cell line, agonist reporter assay | O95977 | activation, % at 4.98 µM | 0.35% of 220,000 active; in the data active = activation above about 11%;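 also: 0% = DMSO vehicle and 100% = reference agonist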
NPY-Y1 PAM-ag: potentiators or agonists of human neuropeptide Y receptor Y1 | NPY-Y1 expressing cells, potentiator/agonist activation | P25929 | AID 1304 | 0.37% of 220,000 active | activation, % at 3.6 µM; in the data active = activation above about 33%, passing the limit was not always enough;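 also: cells stimulated with NPY at EC10 then isoproterenol at EC100; 0% = low agonist plus stimulus and 100% = saturating agonist plus stimulus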
EP2 modulator: EP2 receptor (human) modulation | P43116 | EP2-expressing cells, cAMP HTRF FRET, PGE2 co-stimulation | induction, % at 25 µM | 0.83% of 260,000 active;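 active = compounds whose cAMP rise, as percent of the full-agonist control response, exceeds 60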;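 also: rat C6 glioma line stably carrying human EP2 under a CMV promoter; the protocol text gives 20 µM as final concentration; 100% = response of wells given 1 µM PGE2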
S1P4 antag: blocks the human S1P4 receptor. O95977. S1P4-expressing cells, antagonist mode, reporter read-out. inhibition, % at 4.98 µM. 0.26% of 220,000 active. AID 1510; in the data active = inhibition above about 29%;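 also: 0% = wells stimulated with agonist and 100% = vehicle wells without agonist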
CHOP inhibitor: inhibitors of CHOP induction in ER stress response. 3.8% of 220,000 active. inhibition, % at 10 µM. CHO-K1 CHOP-promoter luciferase, tunicamycin-induced, 15-18 h;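 active = compounds that reduced the stress-induced luciferase reporter signal by more than about 70% of percent inhibition, limit read from the data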;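 also: 0% = tunicamycin plus vehicle and 100% = wells without tunicamycin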
TRPML3 agonist: activates the human TRPML3 channel | Q8TDD5 | HEK293 TRPML3-YFP, Fluo-8 calcium fluorescence; 100% = the carbachol control signal | activation, % at 3 µM | 0.29% of 220,000 active;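 active = activation above its plate's cutoff, the mean activation of the plate's test wells plus 3 SD, cut at about 12% in these data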;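 also: 0% = DMSO only wells and 100% = carbachol wells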
Target sequence (Q8TDD5 whole entry, looked up): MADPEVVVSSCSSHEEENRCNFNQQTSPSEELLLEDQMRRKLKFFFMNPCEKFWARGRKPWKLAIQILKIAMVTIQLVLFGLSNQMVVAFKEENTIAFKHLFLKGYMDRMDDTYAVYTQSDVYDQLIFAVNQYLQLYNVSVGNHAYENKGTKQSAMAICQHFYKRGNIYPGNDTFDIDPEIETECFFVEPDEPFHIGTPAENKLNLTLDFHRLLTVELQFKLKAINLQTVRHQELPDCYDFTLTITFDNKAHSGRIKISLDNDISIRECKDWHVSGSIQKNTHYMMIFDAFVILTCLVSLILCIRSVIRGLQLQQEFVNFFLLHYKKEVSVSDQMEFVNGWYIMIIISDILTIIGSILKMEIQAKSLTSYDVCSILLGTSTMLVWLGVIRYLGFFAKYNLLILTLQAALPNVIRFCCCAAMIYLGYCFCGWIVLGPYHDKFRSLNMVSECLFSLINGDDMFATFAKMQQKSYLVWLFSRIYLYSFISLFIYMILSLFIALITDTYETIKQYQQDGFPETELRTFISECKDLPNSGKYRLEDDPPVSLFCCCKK
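Test system: HEK293 cells stably carrying human TRPML3-YFP; Doses: single dose, 3 µM final nominal compound, 0.3% DMSO final; Schedule: dye loading 1 h 37 °C then 30 min ambient, 125 s read; Technique: Fluo-8 calcium fluorescence; Benchmarks: high control carbachol 87 µM, low control DMSO.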
zfTRPN1 agonist: zebrafish TRPN1 (NompC) channel agonism; HEK293 zebrafish TRPN1-YFP, Fluo-8 calcium fluorescence; 100% = response to 87 µM carbachol; activation, % at 3 µM; 0.18% of 220,000 active; AID 1424;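 active = activation above its plate's cutoff, the mean activation of test wells on that plate plus 3 SD, cut at about 19% in these data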;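 also: 0% = DMSO alone and 100% = 87 µM carbachol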
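Assay system: Zebrafish TRPN1-YFP in HEK293 cells | Incubation: Dye loading 1 h at 37 °C, then 30 min room temperature | Measured by: Kinetic Fluo-8 fluorescence, ex 470-495, em 515-575 nm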
NPY2 pot ag: potentiators or agonists of human neuropeptide Y receptor Y2; AID 1359; activation, % at 3.6 µM; P49146; 0.45% of 220,000 active; cells expressing NPY-Y2, potentiator/agonist read-out; in the data active = activation above about 27%;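 also: cells stimulated with NPY near EC25 plus isoproterenol at EC100; 0% = vehicle plus submaximal agonist and 100% = vehicle plus saturating agonist; some results beyond the cut were filed as inactive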
Target sequence (P49146 whole entry, looked up): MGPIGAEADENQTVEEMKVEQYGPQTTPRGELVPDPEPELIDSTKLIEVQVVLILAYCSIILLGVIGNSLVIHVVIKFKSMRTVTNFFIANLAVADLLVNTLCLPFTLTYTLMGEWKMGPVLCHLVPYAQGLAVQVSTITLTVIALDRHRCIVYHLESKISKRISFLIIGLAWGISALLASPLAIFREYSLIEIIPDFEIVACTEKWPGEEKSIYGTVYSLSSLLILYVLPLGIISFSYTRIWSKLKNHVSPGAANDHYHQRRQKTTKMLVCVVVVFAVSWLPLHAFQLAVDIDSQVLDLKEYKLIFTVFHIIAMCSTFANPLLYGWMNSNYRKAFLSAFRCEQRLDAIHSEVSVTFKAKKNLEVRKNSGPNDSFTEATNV
An asterisk follows results filed as active; nt = not tested or not shown; & = joins results of further samples.

Fields – NPY-Y1 antag	S1P4 ag	NPY-Y1 PAM-ag	EP2 modulator	S1P4 antag	CHOP inhibitor	TRPML3 agonist	zfTRPN1 agonist	NPY2 pot ag
CC(=O)c1ccccc1NC(=O)C1C2CCC(O2)C1C(=O)O (configuration not stated)
    1	1.0	-15	17	2	-7	-0.6	0.2	15
O=[N+]([O-])c1cc(-n2cnnn2)c(O)c([N+](=O)[O-])c1
    nt	0.8	6	26	-5	6	1.0	0.6	10
Cc1ccc(CS(=O)(=O)CCC(=O)N2CCC3(CC2)OCCO3)cc1
    5	0.4	-23	28	-10	-8	0.0	-0.2	-2
CC12CC(c3ccccc3O1)C(C(=O)OCc1ccccc1)C(=O)N2 (configuration not stated)
    -2	2.0	-23	0	-5	25	0.8	0.6	-24
CCCCn1c(=O)c(C(=O)Nc2nnc(C(C)C)s2)c(O)c2ccccc21
    3	0.4	6	-18	11	52	-0.5	1.2	-12
O=C1NC(=O)N(c2ccc3c(c2)OCO3)C(=O)/C1=C/c1ccc(N2CCCC2)o1
    -4	3.0	4	12	-22	30	5.0	5.1	0
O=C(CCl)NCC1CCCO1 (configuration not stated)
    1	0.1	11	16	-2	-10	1.2	2.2	0
CCc1cc2c(N3CCN(C)CC3)ncnc2s1
    3	-0.4	-17	6	-23	-23	0.8	-0.1	-15
NNC(=O)c1ccc(Cl)cc1
    1	1.9	-8	10	-11	9	0.8	0.9	3
Cc1ccsc1C(=O)C1CCCN(Cc2cnc(N(C)C)s2)C1 (configuration not stated)
    0	-0.4	0	25	-9	22	0.8	0.6	7

A different layout for part of the listing above:
SMILES,NPY-Y1 antag,S1P4 ag,NPY-Y1 PAM-ag,EP2 modulator,S1P4 antag,CHOP inhibitor,TRPML3 agonist,zfTRPN1 agonist,NPY2 pot ag
CC12CC(c3ccccc3O1)C(C(=O)OCc1ccccc1)C(=O)N2 (configuration not stated),-2,2.0,-23,0,-5,25,0.8,0.6,-24
CCCCn1c(=O)c(C(=O)Nc2nnc(C(C)C)s2)c(O)c2ccccc21,3,0.4,6,-18,11,52,-0.5,1.2,-12
O=C1NC(=O)N(c2ccc3c(c2)OCO3)C(=O)/C1=C/c1ccc(N2CCCC2)o1,-4,3.0,4,12,-22,30,5.0,5.1,0
O=C(CCl)NCC1CCCO1 (configuration not stated),1,0.1,11,16,-2,-10,1.2,2.2,0
CCc1cc2c(N3CCN(C)CC3)ncnc2s1,3,-0.4,-17,6,-23,-23,0.8,-0.1,-15

Next section.
Fields – NPY-Y1 antag	S1P4 ag	NPY-Y1 PAM-ag	EP2 modulator	S1P4 antag	CHOP inhibitor	TRPML3 agonist	zfTRPN1 agonist	NPY2 pot ag
CN(C)c1ccc(C(=O)N/N=C/C23CC[C@@H](O)CC2(O)CC[C@@H]2[C@@H]3CCC3(C)C(C4=CC(=O)OC4)CCC23O)cc1 (some centres not stated)
    nt	-0.3	-46	-32	17	-9	0.8	0.7	-57
O=C1CCN(C(=O)CNC(=O)Cc2ccccc2)CC1
    -2	-0.7	3	38	6	5	0.9	1.6	6
COc1ccc(CCn2c(O)c(/C=N/NC(=O)c3ccncc3)c(=O)[nH]c2=O)cc1OC
    1	3.6	-6	15	-5	20	0.8	-0.5	-7
CC(=O)OC1(c2ccccc2)CCN(C)CC1(C)C (configuration not stated)
    5	1.7	-18	-17	-6	7	0.6	1.4	-4
CN(C)C(=O)Oc1c(Cl)cc(Cl)c2ccccc12
    -1	-6.1	-19	7	14	27	-0.7	-1.9	-10
CCC1CN(C)CCC1(OC(C)=O)c1ccccc1 (configuration not stated)
    -1	0.6	-17	27	-2	-8	1.0	1.1	4
CN1C(=O)CN=C(c2ccc(Cl)cc2)c2cc(Cl)ccc21
    1	1.7	-10	9	-22	10	-0.4	-1.6	-8
Fc1ccccc1CCNCc1cccc2ccccc12
    4	0.3	0	22	-28	30	0.6	-1.3	1
CCn1cc(CN2CCCC(C(=O)c3sccc3C)C2)cn1 (configuration not stated)
    0	-0.5	5	-4	3	1	0.4	0.9	6
[O-][n+]1onc2c1CCC1N(O)CCC21O (configuration not stated)
    4	0.5	-11	12	-1	-7	0.5	0.6	14

The last six compounds of the section above open the next one.
Fields – NPY-Y1 antag	S1P4 ag	NPY-Y1 PAM-ag	EP2 modulator	S1P4 antag	CHOP inhibitor	TRPML3 agonist	zfTRPN1 agonist	NPY2 pot ag
CN(C)C(=O)Oc1c(Cl)cc(Cl)c2ccccc12
    -1	-6.1	-19	7	14	27	-0.7	-1.9	-10
CCC1CN(C)CCC1(OC(C)=O)c1ccccc1 (configuration not stated)
    -1	0.6	-17	27	-2	-8	1.0	1.1	4
CN1C(=O)CN=C(c2ccc(Cl)cc2)c2cc(Cl)ccc21
    1	1.7	-10	9	-22	10	-0.4	-1.6	-8
Fc1ccccc1CCNCc1cccc2ccccc12
    4	0.3	0	22	-28	30	0.6	-1.3	1
CCn1cc(CN2CCCC(C(=O)c3sccc3C)C2)cn1 (configuration not stated)
    0	-0.5	5	-4	3	1	0.4	0.9	6
[O-][n+]1onc2c1CCC1N(O)CCC21O (configuration not stated)
    4	0.5	-11	12	-1	-7	0.5	0.6	14
c1ccc(NC2=NCCS2)cc1
    nt	0.0	-1	13	6	0	0.7	0.7	-7
CN1CCN(C(=O)COc2ccc(S(=O)(=O)NCc3ccccc3)cc2Cl)CC1
    0	1.1	1	-12	-6	27	0.4	-1.1	4
C=COCCn1c(C)c(C(=O)OCC)c2cc(O)ccc21
    -3	-0.1	14	-8&-23	-7	31	0.3	0.8	5
CCC1(OC(=O)CN)C(=O)OCc2c1cc1n(c2=O)Cc2cc3ccccc3nc2-1 (configuration not stated)
    nt	3.3	-12	2	92*	-7	0.7	1.6	1
C=CCn1c(O)c(C(C)=NCCCN2CCOCC2)c(=O)[nH]c1=O
    -3	-0.8	-8	12	-12	13	0.2	0.8	-15
COc1ccc(CN2C(=O)NC(=O)/C(=C\c3cccc(OC)c3OC)C2=O)cc1
    7	-3.4	-13	-28	1	-13	0.3	1.6	-10
CSC1=NP(=S)(SC)N2CCCC2=C1C#N (configuration not stated)
    -3	1.0	3	1	-20	3	-0.1	0.3	-3
CCCCCCCSc1cc(OC)c(CCN(C)C)cc1OC
    13	1.5	-27	-5	-23	22	0.6	1.1	-8
O=C(N/N=C/c1c(O)n(C2CC2)c(=S)[nH]c1=O)c1ccccc1O
    0	0.1	-7	11	0	17	0.1	0.9	2
COc1cc(CN2C(=O)NC(=O)C3(Cc4cc(C)ccc4N(C)C3)C2=O)cc(OC)c1 (configuration not stated)
    0	-1.4	11	14	-12	62	0.6	-1.2	8

Fields – NPY-Y1 antag	S1P4 ag	NPY-Y1 PAM-ag	EP2 modulator	S1P4 antag	CHOP inhibitor	TRPML3 agonist	zfTRPN1 agonist	NPY2 pot ag
COc1ccc(/C=C/C(=O)c2c(O)n(CCC3=CCCCC3)c(=O)[nH]c2=O)cc1
    0	1.4	4	29	5	81*	1.0	-0.3	9
O=c1[nH]c(=O)n(Cc2ccco2)c(O)c1/C=N/N1CCCCCC1
    1	-0.1	3	17	-23	10	0.4	1.7	8
COc1ccc(NC(=S)NC(NC(=O)CF)C(Cl)(Cl)Cl)c([N+](=O)[O-])c1 (configuration not stated)
    -2	-0.7	-6	-34	-7	-4	0.5	-0.9	8
COC(=O)C(O)(c1ccc(NC(=O)c2ccccc2)cc1)C(F)(F)F (configuration not stated)
    nt	1.7	4	-27	3	-30	0.0	2.8	-25
O=C(CNC(=O)OCc1ccccc1)NCC(=O)Nc1ccc(Br)cc1C(=O)c1ccccc1
    -3	-1.5	2	28	-7	66	-0.1	-1.3	-1
Cc1cc(C=C2C(=O)N(C)C(=S)N(C)C2=O)c(C)n1-c1cccnc1
    3	-0.1	3	-44	-13	-8	0.9	2.6	5
CN1CCC(c2c[nH]c3ccccc23)C1 (configuration not stated)
    nt	-1.6	-19	-2	-1	22	-0.1	2.0	-12
Cc1ccc(CN2CCN(CC(=O)N3CCC4(CC3)OCCO4)C2=O)cc1
    7	1.6	-6	13	-2	3	0.1	0.1	-10
Cc1c(C(=O)c2ccccc2)c2ccccc2n1C
    nt	0.9	-27	10	0	-3	-0.7	-2.3	-12
O=C(CCN1CCOCC1)NCC(=O)Nc1ccc(Br)cc1C(=O)c1ccccc1
    0	-0.1	-29	5	-10	23	-0.3	-0.6	4

Some entries already given, reduced to zfTRPN1 agonist, CHOP inhibitor and EP2 modulator:
SMILES	zfTRPN1 agonist	CHOP inhibitor	EP2 modulator
O=C(N/N=C/c1c(O)n(C2CC2)c(=S)[nH]c1=O)c1ccccc1O	0.9	17	11
O=[N+]([O-])c1cc(-n2cnnn2)c(O)c([N+](=O)[O-])c1	0.6	6	26

(more compounds)
Fields – NPY-Y1 antag	S1P4 ag	NPY-Y1 PAM-ag	EP2 modulator	S1P4 antag	CHOP inhibitor	TRPML3 agonist	zfTRPN1 agonist	NPY2 pot ag
O[C@H]1[C@H](O)[C@@H](O)CN2CC[C@H](O)[C@H]12
    -3	-1.1	-22	30	-15	-11	0.8	0.9	-9
COc1cc2c(cc1OC)-c1c3c(cc4c1[C@@H](C2)N(C)CC4)OCO3
    -4	0.8	-8	-2	-11	23	-0.3	-1.2	-1
COc1ccc(N2CCN(CCCN)CC2)cc1
    7	1.2	-10	nt	-6	nt	0.9	-0.1	9
CC/C(=N\NC(N)=O)c1c(O)[nH]c(=O)[nH]c1=O
    nt	0.6	-5	22	0	6	1.2	1.0	-18
CCc1ccccc1NC(=O)CNC1CCCCC1
    2	-0.8	24	8	4	-4	-0.5	-1.7	-5

The list is partial, so the mix of outcomes need not match the whole.
